aSyn yeast rescue: qHTS of alpha-syn Inhibitors: NCGC Sytravon Library Screen. S. cerevisiae alpha-synuclein toxicity rescue, BacTiter-Glo growth, 24 h. Potency, µM (series often up to 46.1 µM), for inactives: at the top dose growth rescue (activation), usual class: activators. hit rate 0.02% among 94,000; active means well fitted activation curve with a large enough effect; further: 0% is about no effect
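Growth restoration measured by BacTiter-Glo luminescence after 24 hr at 30 deg C; alpha-synuclein yeast, raffinose-pregrown to mid-log, were added at OD600=0.02 in galactose medium onto pinned compounds.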
* hit, by the source's call; [ ] = remark or other dose. Potency means the concentration at half of the fitted maximal effect. This is a subset. The share of hits here may be higher or lower than overall.

SMILES	aSyn yeast rescue
Cc1ccc(NC(CNS(=O)(=O)c2ccc(Cl)cc2)c2ccccc2)cc1 (stereo unspecified)	1%
COc1ccc(Br)cc1C1CC(=O)N2CN(Cc3ccccc3)CSC2=C1C#N (stereo unspecified)	4%
CCCCOC(=O)c1ccc(Nc2ncnc3c2cnn3-c2cccc(C)c2)cc1	-5%
COc1ccc(-c2cc(C(C)=O)c(C)n2CCC(=O)Nc2cc(C)ccc2OC)cc1	17%
CC1CCc2c(sc(NC(=O)COc3ccccc3)c2C(=O)Nc2ccccc2Cl)C1 (stereo unspecified)	1%
O=C(O)c1ccc(N2C(=O)c3ccccc3C2=O)cc1[N+](=O)[O-]	-10%
Cc1ccc(C(=O)N/C(=C\c2cccs2)C(=O)NCCc2ccccn2)cc1C	3%
CC(C)c1ccc(NC(=O)CN2C(=O)COc3ccc(S(=O)(=O)Nc4ccccc4)cc32)cc1	-3%
COC(=O)C(CCSC)NC(=O)c1cc2c(n(-c3ccccc3)c1=O)CC(C)(C)CC2=O (stereo unspecified)	-2%
CCn1c(=O)c2sccc2n2c(CCCC(=O)N3CCN(c4ccccc4OC)CC3)nnc12	5%
Cc1ccccc1SCC(=O)OCC(=O)NCCNC(=O)COC(=O)CSc1ccccc1C	12%
COc1ccc(N2CCN(Cc3nc4c(c(=O)n(C)c(=O)n4C)n3C(C)C)CC2)cc1	-5%
COc1cc(OC)nc(Oc2ccccc2C(=O)Oc2ccc(Cl)cc2)n1	-17%
COc1ccc(CCNc2ncnc3c2c(-c2ccccc2)cn3-c2ccc(F)cc2)cc1OC	-1%
CC(C)(C)C(O)(CC#CCN1CCCC1)c1ccccc1 (stereo unspecified)	4%
Cc1ccc(C)c(Cn2c3ccccc3c3cnn(CC(=O)NCC(C)c4ccccc4)c(=O)c32)c1 (stereo unspecified)	-2%
O=C(COc1ccc(F)cc1)Nc1ccc2nc(SCC(=O)N3CCOCC3)sc2c1	-6%
COc1cc(-c2noc(-c3ccc(NCc4cccnc4)c([N+](=O)[O-])c3)n2)cc(OC)c1OC	-7%
COc1ccccc1NC(=O)c1c(NC(=O)c2cccs2)sc2c1CCC(C(C)(C)C)C2 (stereo unspecified)	-8%
COC(=O)Cn1c(CN2CCOCC2)nc2c1c(=O)n(C)c(=O)n2C	4%
CCOCCc1nn2c(=O)cc(COC(=O)CNC(=O)c3cccc(C)c3)nc2s1	-3%
COc1ccc(CCNC(=O)Cn2nc(-c3ccc(Cl)cc3)ccc2=O)cc1OC	-7%
CCCN(C(=O)c1cc2ccc3cccnc3c2[nH]1)c1ccc(F)cc1	-2%
COc1ccccc1NC(=O)Cn1c(=O)n(-c2ccccc2Cl)c(=O)c2sc3ccccc3c21	1%
COc1ccc2c(c1)CCc1c(C(=O)Nc3c(C)nn(Cc4ccc(C)cc4)c3C)noc1-2	2%
O=S(=O)(c1ccc2nc(Nc3cccc(F)c3)ccc2c1)N1CCCC1	-9%
O=C(Cn1cnc2ccccc2c1=O)NCCC(=O)Nc1ccccc1C(F)(F)F	4%
Cc1ccc(CNC(=O)CSc2ncc3c(n2)-c2cc(Cl)ccc2N(C)S3(=O)=O)cc1	0%
CN(C(=O)COC(=O)c1ccc2c(c1)OCO2)c1c(N)n(Cc2ccccc2)c(=O)[nH]c1=O	6%
CCN(CC)CCNC(=O)c1ccc2c(c1)NC(=O)C(CS(=O)(=O)Cc1ccc(F)cc1Cl)N2 (stereo unspecified)	-13%
COc1ccc(CN(C)C(=O)c2cccc(Oc3ccccc3)c2)c(OC)c1OC	4%
COc1ccccc1-c1nc(S(=O)(=O)c2ccccc2)c(N2CCCCC2)o1	-2%
Cc1cccc(-n2c(CNC(=O)c3ccccc3)nnc2SCC(=O)Nc2nccs2)c1	3%
COc1ccccc1CNC(=O)c1ccc2c(c1)N(Cc1cccc(C)c1)C(=O)c1ccccc1S2(=O)=O	4%
COc1cc(Cl)c(C)cc1NC(=O)CCCN1C(=O)C(c2ccccc2)Oc2cccnc21 (stereo unspecified)	1%
COc1ccc([C@H]2N[C@]3(CCCN(CC4CCCCC4)C3=O)[C@H]3C(=O)N(Cc4ccccc4)C(=O)[C@@H]23)cc1	7%
Cc1c(-c2cccc(NC(=O)Nc3ccc(Cl)cc3)c2)nc2ncccn12	4%
CCOC(=O)C1CCN(c2c(NCc3ccc(C(=O)Nc4ccc(C)cc4)cc3)c(=O)c2=O)CC1	7%
COc1cc(NC(=O)C2CCCN(S(=O)(=O)c3ccc4c(c3)oc(=O)n4C)C2)c(C(=O)O)cc1OC (stereo unspecified)	2%
O=C1C2=C(Nc3ccccc3SC2c2ccccc2C(F)(F)F)c2ccccc21 (stereo unspecified)	-13%
O=P(c1ccccc1)(c1ccccc1)c1ccccc1C(Br)Br	-6%
Cc1ccc(NC(=O)N2CCN(C)c3ncccc32)cc1C	-5%
O=C(/C=C/c1ccco1)N(Cc1ccc(Cl)cc1)C1CCS(=O)(=O)C1 (stereo unspecified)	-49%[inhibitor]
NC(=O)c1nn(-c2ccccc2)nc1NC(=O)CN1CCCC1	1%
COc1ccccc1C(=O)Nc1ccc(C(=O)OCc2cc(=O)n3nc(C4CC4)sc3n2)cc1	-1%
O=C(N/C(=C\c1ccc(Br)cc1)C(=O)N1CCCC1)c1cccs1	-4%
CCCn1c(-c2ccc(C(=O)OC)cc2)nc2c1c(=O)[nH]c(=O)n2Cc1ccccc1	7%
COc1cc(NC(=O)c2cc(OC)c(OC)c(OC)c2)cc(-n2cnnn2)c1	12%
O=C(CCc1c[nH]c2ccccc12)N1CCCC1	-3%
Cc1ccc(CCNC(=O)Cn2ncc3c([nH]c4ccccc43)c2=O)cc1	4%
Cc1c(C(=O)Oc2ccc(Br)cc2)sc2ncn(Cc3ccccc3F)c(=O)c12	2%
CCOC(=O)N1CCN(c2c(N3CCN(C(=O)OCC)CC3)c(=O)c2=O)CC1	-10%
CCN(C(=O)C(NS(=O)(=O)c1ccc(Br)s1)c1ccccc1)c1ccc(C)c(C)c1 (stereo unspecified)	8%
COc1ccc(-c2nc(C(=O)Nc3cccc(C(C)=O)c3)nn2-c2ccccc2Cl)cc1	-1%
COc1ccc(NC(=O)CCCSc2nc(-c3ccco3)cc(C(F)(F)F)n2)c(OC)c1	10%
CC1(C)N=C(N)N=C(N)N1c1ccc(OCC(=O)N2CCOCC2)c(Cl)c1	11%
Cc1ccccc1NC(=O)CS(=O)(=O)c1cccc2nsnc12	3%
Cc1ccc2cc(CN(CC3CCCO3)C(=S)Nc3ccccc3)c(=O)[nH]c2c1C (stereo unspecified)	6%
Cc1ccc(C)c(N2CCN(C(=O)C(Cc3ccccc3)n3cccc3)CC2)c1 (stereo unspecified)	-26%
Cc1ccc(NC(=O)Cn2c(=O)oc3cc(S(=O)(=O)N4CCCCC4)ccc32)c(Cl)c1	-4%

The listing continues:
SMILES	aSyn yeast rescue
CCN1CCN(C(=O)c2cnn(-c3cccc(C)c3)c2C2CCN(C(=O)OC(C)(C)C)CC2)CC1	-4%
Cc1ccc(C(=O)Nc2cc(-c3nc4ncccc4o3)ccc2C)c(C)c1	8%
CCC1CCCCN1Cc1nc2c(c(=O)n(C)c(=O)n2C)n1CCC(C)C (stereo unspecified)	11%
Cc1ccc2[nH]c(CSc3nnc(COc4ccccc4C)n3C)cc(=O)c2c1	9%
COc1cc(/C=C/CNC[C@H]2O[C@@H](n3cc(C)c(=O)[nH]c3=O)C[C@@H]2O)ccc1O	-10%
COc1cccc(CNC(=O)Cc2c(C)c3c(cc(C)c4c(C)coc43)oc2=O)c1	-2%
Cc1cc(C(=O)N2CCN(c3ccc(F)cc3)CC2)on1	4%
Cc1cc(Nc2ccccc2F)n2nc(-c3ccccc3)nc2n1	2%
Clc1nc(NCc2ccco2)nc(N2CCCCC2)n1	8%
Cc1cc(O)c2c(C)c(CC(=O)N3CCCCC3)c(=O)oc2c1	5%
COc1ccc(OC)c(CNC(=O)Cn2ncc3c([nH]c4ccc(C)cc43)c2=O)c1	-1%
C[C@H]1CN([C@@H](C)CO)C(=O)CCCn2nncc2CO[C@H]1CN(C)C(=O)C1CCCCC1	7%

Of the compounds above, these contain a CF3 group.
SMILES	aSyn yeast rescue
O=C(Cn1cnc2ccccc2c1=O)NCCC(=O)Nc1ccccc1C(F)(F)F	4%
O=C1C2=C(Nc3ccccc3SC2c2ccccc2C(F)(F)F)c2ccccc21 (stereo unspecified)	-13%
COc1ccc(NC(=O)CCCSc2nc(-c3ccco3)cc(C(F)(F)F)n2)c(OC)c1	10%

Other compounds.
SMILES	aSyn yeast rescue
CCOC(=O)c1csc(COc2ccc(OC)cc2)n1	8%
COc1ccc(S(=O)(=O)NCCc2csc3nc(-c4cccc(C)c4)nn23)cc1F	3%
Cc1nc2c(C(=O)NCCc3ccc(Cl)cc3)cnn2c(C)c1Cc1c(F)cccc1Cl	-3%
COc1ccc(CCCc2nc3ccccc3[nH]2)cc1	1%
O=C(Nc1ccc(OC(F)F)cc1)c1cc[n+]([O-])cc1	-5%
O=C(CNC(=O)c1ccco1)NCC(=O)OCc1ccccc1Cl	5%
C/C(=N\NS(=O)(=O)c1cccc([N+](=O)[O-])c1)c1cccnc1	5%
Clc1cccc(-c2nc3ccccn3c2Nc2ccc3c(c2)OCCO3)c1	-16%
COc1ccc(-n2nnc(-c3nc(-c4ccc5c(c4)OCO5)no3)c2C)cc1Cl	-2%
COc1cc(C(C[N+](=O)[O-])c2c(N)n(C)c(=O)n(C)c2=O)ccc1O (stereo unspecified)	-50%[inhibitor]
NS(=O)(=O)c1ccc(NC(=O)COC(=O)COc2cccc(C(F)(F)F)c2)cc1	-3%
O=C1CCCC2=C1C(c1ccccc1)NC(=S)N2 (stereo unspecified)	8%

An excerpt from above in order of count of non-hydrogen atoms, falling.
SMILES	aSyn yeast rescue
Clc1cccc(-c2nc3ccccn3c2Nc2ccc3c(c2)OCCO3)c1	-16%
O=C(CNC(=O)c1ccco1)NCC(=O)OCc1ccccc1Cl	5%
CCOC(=O)c1csc(COc2ccc(OC)cc2)n1	8%

(listing goes on)
SMILES	aSyn yeast rescue
CC(=O)Nc1cccc(NC(=O)C(=O)c2cn(CC(=O)N3CCCC3)c3ccccc23)c1	1%
Cc1csc(=O)n1CCC(=O)OCC(=O)Nc1cccc(C#N)c1	-8%
CCOC(=O)c1c(S(=O)(=O)NCC(=O)Nc2ccc(C)c(N(C)C)c2)c(C)n(C)c1C	10%
C[C@@H]1CN([C@@H](C)CO)C(=O)CCCn2nncc2CO[C@@H]1CN(C)S(=O)(=O)c1cccs1	8%
CC(C)(C)NC(=O)C(c1ccc(O)cc1)N(Cc1ccco1)C(=O)CCC(=O)Nc1ccccn1 (stereo unspecified)	5%
CCCCN(CC)c1nc(-c2ccccc2F)nc2ccccc12	-14%
COc1ccc(S(=O)(=O)N2CC(O)CC2C(=O)Nc2cccnc2)cc1 (stereo unspecified)	-9%
CCOc1ccc(S(=O)(=O)N(C)c2ccc(OCC(=O)NCc3ccc(C(=O)OC)cc3)cc2)cc1	17%
CCOC(=O)C1=C(CS(=O)(=O)c2ccc(C)c(C)c2)NC(=O)NC1c1ccccc1OCC (stereo unspecified)	-7%
COc1cccc(CN(C)C(=O)c2cccc(S(=O)(=O)N3CCN(c4ccc(F)cc4)CC3)c2)c1OC	7%
CC(=O)NC[C@H]1O[C@@H](n2ccc(N)nc2=O)[C@H](O)[C@@H]1O	0%
CN1C(=O)c2cccc3c(S(=O)(=O)Nc4ccc(O)c(C(=O)O)c4)ccc1c23	6%
CC(NC(=O)CCSCc1ccccc1F)c1ccccc1 (stereo unspecified)	22%
O=Cc1cn(CCC(=O)O)nc1-c1cccc(Cl)c1	-2%
Cc1cccc(CSc2nnc(CCCCCNC(=O)OC(C)(C)C)o2)c1	1%
COc1ccc(NC(=O)c2ccc(-c3nc(CSc4ccccc4)c(C)o3)cc2)cc1OC	-3%
CN(C)c1ccc(Nc2nc3ccccc3n3nnnc23)cc1	-15%
CC(=O)Nc1ccc(NC(=O)CCc2c(C)nc3c(c(C)nn3-c3ccccc3)c2C)cc1	-4%
CC(=O)N1CCN(c2nc3c(F)cc(F)cc3s2)CC1	1%
Cc1ccc(-n2c(Cc3ccccc3)nnc2SCc2nc(-c3cccs3)no2)cc1	1%
COc1ccc(NC(=O)CSc2nnc(Cn3c(=O)sc4ccccc43)n2C)cc1OC	11%
Cc1cc(C)c(S(=O)(=O)N(C)CC(=O)N2CCCC2)c(C)c1	4%
CCOc1ccc(CNC(=O)CN2C(=O)CSc3ccc(S(=O)(=O)N4CCOCC4)cc32)cc1	-1%
Cc1ccc(CNC(=O)Cc2ccc(NC3=NC4CS(=O)(=O)CC4S3)cc2)cc1 (stereo unspecified)	1%
Cc1cccc(Cn2c(CNS(=O)(=O)c3ccc(Cl)s3)nc3cccnc32)c1	-3%
O=C(Nc1ccc2oc(-c3cccnc3)nc2c1)c1ccc(Br)cc1	-3%
COc1ccc(C)cc1NC(=O)NCc1cccn1Cc1ccccc1	-12%
CC(=O)N1CCC2(CC1)OC(=O)C(C)=C2C(=O)Nc1ccccc1C(F)(F)F	-4%
CCC(=O)Oc1ccc(/C=C(\C#N)c2nc3ccccc3[nH]2)cc1OC	-20%

As a working copy, some entries already given.
SMILES	aSyn yeast rescue
CC(=O)N1CCC2(CC1)OC(=O)C(C)=C2C(=O)Nc1ccccc1C(F)(F)F	-4%
CCC(=O)Oc1ccc(/C=C(\C#N)c2nc3ccccc3[nH]2)cc1OC	-20%

Entries from the list above with a nitro group on carbon, in the order listed:
SMILES	aSyn yeast rescue
O=C(O)c1ccc(N2C(=O)c3ccccc3C2=O)cc1[N+](=O)[O-]	-10%
COc1cc(-c2noc(-c3ccc(NCc4cccnc4)c([N+](=O)[O-])c3)n2)cc(OC)c1OC	-7%
C/C(=N\NS(=O)(=O)c1cccc([N+](=O)[O-])c1)c1cccnc1	5%
COc1cc(C(C[N+](=O)[O-])c2c(N)n(C)c(=O)n(C)c2=O)ccc1O (stereo unspecified)	-50%[inhibitor]
